hgDAF12 agonist – H. glycines DAF-12 receptor agonists, primary screen, cell-based, luminescence, HEK293, GAL4 fusion, UAS-luciferase. Nuclear hormone receptor DAF-12 (Heterodera glycines), GAL4 fusion. HEK293 GAL4-hgDAF12 UAS-luciferase reporter, agonist luminescence; normalized to butyrate control. activation, % at 6.8 µM. AID 687014, 2013. 370,000 tested, 1.8% active;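 active = activation above a cutoff set at the mean of all screened compounds plus 3 SD, cut at about 10% in these data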;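 also: 0% = DMSO wells and 100% = sodium butyrate wells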
SMARCA2 act – SMARCA2 (BRM) function activators, primary screen, cell-based, luminescence, high throughput; MG213 cells, MMTV-luciferase reporter, dexamethasone, overnight; activation, % at 9.1 µM; 370,000 tested, 1% active; AID 652017, 2013; in the data active = activation above about 7.8%;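 also: 0% = vehicle wells and 100% = reference activator wells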
NPR1 activator – GC-A stimulated cGMP production enhancers – HEK293 GC-A cells, cGMP TR-FRET, EC30 ANP, primary screen | AID 1671463, 2021 | Atrial natriuretic peptide receptor 1 (Homo sapiens), P16066 | 0% at EC30 ANP, 100% saturating ANP | 370,000 tested, 0.14% active | activation, % at 10 µM; in the data active = activation above about 40%
ssDAF-12 act – S. stercoralis DAF-12 nuclear receptor activators, primary screen, cell-based, luminescence, HEK293, GRIP1 co-expression, lit1-tk-luc. HEK293 ssDAF-12/GRIP1 lit1-tk-luc reporter; % of 3 µM dafachronic acid response. activation, % at 6.8 µM. 370,000 tested, 1% active;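 active = activation above the mean over all tested compounds plus 3 SD, cut at about 0.9% in these data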;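 also: 0% = DMSO-only wells and 100% = 3 µM delta7-dafachronic acid wells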
ADAM10 inh – human ADAM10 inhibitors, primary screen, biochemical, QFRET, HTS; recombinant ADAM10, EDANS/DABCYL FRET peptide cleavage, 3 h; 370,000 tested, 0.62% active; Disintegrin and metalloproteinase domain-containing protein 10 (Homo sapiens), O14672; inhibition, % at 7 µM;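 active = inhibition above a per-campaign cutoff equal to the mean of compounds falling between control-based bounds plus 3 SD, cut at about 20% in these data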;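 also: 0% = DMSO wells while the 100% control is not disclosed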
Target sequence (O14672 214-748 limits assumed): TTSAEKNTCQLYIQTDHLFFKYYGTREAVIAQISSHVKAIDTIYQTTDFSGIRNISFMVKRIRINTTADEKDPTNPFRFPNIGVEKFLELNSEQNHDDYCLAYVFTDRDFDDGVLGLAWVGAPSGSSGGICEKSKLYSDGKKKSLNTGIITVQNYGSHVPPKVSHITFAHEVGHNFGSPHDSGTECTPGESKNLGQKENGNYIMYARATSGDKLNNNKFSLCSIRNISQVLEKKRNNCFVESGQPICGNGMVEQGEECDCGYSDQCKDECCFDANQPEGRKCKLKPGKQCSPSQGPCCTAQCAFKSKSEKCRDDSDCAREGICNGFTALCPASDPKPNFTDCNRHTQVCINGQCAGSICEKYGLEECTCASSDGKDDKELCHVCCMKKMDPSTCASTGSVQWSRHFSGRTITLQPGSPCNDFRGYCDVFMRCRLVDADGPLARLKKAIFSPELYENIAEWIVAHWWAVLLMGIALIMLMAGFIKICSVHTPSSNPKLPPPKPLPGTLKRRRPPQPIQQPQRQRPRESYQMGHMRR
DAX1 inh-1 – DAX1 (NR0B1) inhibitors on StAR promoter, primary screen, cell-based, luminescence, SF-1 (NR5A1), full-length DAX-1; HEK293T StAR-luciferase reporter, SF-1/DAX-1 repression relief; inhibition, % at 6.8 µM; 370,000 tested, 1.1% active; AID 652010, 2013;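 active = inhibition above the mean over all tested compounds plus 3 SD, cut at about 3.6% in these data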;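 also: 0% = DAX-1 cells with DMSO and 100% = cells lacking DAX-1 with DMSO; higher inhibition means more luminescence from relief of DAX-1 repression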
FXN GAA850 act – FXN promoter activators, primary screen, cell-based, luciferase luminescence, HEK293 lucGAA850. HEK293 lucGAA850 FXN promoter luciferase reporter, 24 h; percent of 10 µM SAHA response. activation, % at 6 µM. 360,000 tested, 0.56% active;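 active = activation above the average of all compounds screened plus 3 SD, cutoff fixed separately per campaign, cut at about 7.5% in these data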;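 also: 0% = DMSO wells and 100% = 10 µM SAHA wells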
DAX1 inh-2 – DAX1 (NR0B1) inhibitors, primary screen, cell-based, HEK293, Gal4-DAX1, luciferase luminescence. Nuclear receptor subfamily 0 group B member 1 (Homo sapiens), P51843. HEK293 Gal4-DAX1 luciferase reporter. inhibition, % at 6.75 µM. 340,000 tested, 0.99% active. AID 504766, 2011;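 active = inhibition above the mean over all tested compounds plus 3 SD, cut at about 4.2% in these data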;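 also: 0% = DAX1-transfected cells with DMSO and 100% = empty-vector control cells with DMSO; inhibition shows as a rise in luminescence from relieved DAX1 repression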
Target sequence (P51843 207-470 limits assumed): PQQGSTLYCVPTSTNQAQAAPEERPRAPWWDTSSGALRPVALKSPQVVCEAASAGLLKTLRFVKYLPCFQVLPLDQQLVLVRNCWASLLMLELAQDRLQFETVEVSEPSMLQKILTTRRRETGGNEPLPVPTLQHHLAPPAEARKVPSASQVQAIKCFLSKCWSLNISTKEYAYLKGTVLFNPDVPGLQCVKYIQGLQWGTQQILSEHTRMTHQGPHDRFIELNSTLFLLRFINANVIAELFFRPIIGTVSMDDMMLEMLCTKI
hcDAF-12 act – H. contortus DAF-12 nuclear receptor activators, primary screen, cell-based, luminescence, HEK293, lit1-tk-luc reporter. HEK293 hcDAF-12 lit1-tk-luc reporter; 0% DMSO, 100% Δ7-dafachronic acid. activation, % at 6.8 µM. 370,000 tested, 1.4% active. AID 652067, 2013;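 active = activation above the mean of all tested compounds plus 3 SD, cut at about 5.5% in these data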;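 also: 100% = response to 3 µM Δ7-dafachronic acid high control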
PG9 binder – binders of HIV-1 gp120 antibody PG9, primary screen, biochemical, TR-FRET; TR-FRET gp120-PG9 antibody binding; 360,000 tested, 0.43% active; AID 624416, 2012; HIV-1 gp120 / PG9 antibody interaction; inhibition, % at 6.7 µM; in the data active = inhibition above about 8.5%
ADAM17 inh – ADAM17 inhibitors, primary screen, biochemical, QFRET | Disintegrin and metalloproteinase domain-containing protein 17 (Homo sapiens), P78536 | recombinant ADAM17, EDANS/DABCYL FRET peptide cleavage | 370,000 tested, 0.83% active | inhibition, % at 6.95 µM;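 active = inhibition above the mean of compounds lying between control limits plus 3 SD, set per campaign, cut at about 8.5% in these data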;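 also: 0% = DMSO-only wells as the low control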
The depositor's hits bear a star; . = no result given.

SMILES | hgDAF12 agonist | SMARCA2 act | NPR1 activator | ssDAF-12 act | ADAM10 inh | DAX1 inh-1 | FXN GAA850 act | DAX1 inh-2 | hcDAF-12 act | PG9 binder | ADAM17 inh
O=C(O)c1ccc(N2CCCCCC2)c(N2C(=O)c3ccccc3C2=O)c1 | -0.8 | -1.3 | -8.6 | -1.6 | 2.6 | 0.7 | -2.3 | 1.8 | -1.0 | 0.7 | 7.8
Cc1cc(C)c(S(=O)(=O)Nc2ccc(OCC(=O)O)cc2)c(C)c1 | 1.4 | -1.1 | -2.1 | -1.3 | 7.3 | 0.7 | -1.4 | 0.3 | -1.8 | 0.8 | -2.9
CC(Sc1nc2ccccc2c(=O)n1C)C(=O)Nc1ccc2c(c1)OCCO2 (stereo not given) | 0.9 | -2.3 | 2.7 | -1.1 | -2.2 | -3.3 | 2.2 | 0.0 | -1.5 | 2.0 | -1.5
COC(=O)c1cc(NC(=O)c2cccs2)ccc1N1CCOCC1 | -0.5 | -3.6 | 0.2 | -1.9 | 1.2 | -0.7 | 0.6 | 0.9 | -2.4 | -0.2 | 0.4
COc1c(-c2ccc(O)c(O)c2)oc2cc(O)cc(O)c2c1=O | -1.8 | -0.7 | -3.6 | -0.7 | 1.9 | 0.8 | 5.5 | 2.8 | -1.6 | 0.3 | 2.8
Cc1[nH]c(=S)[nH]c(=O)c1Cc1ccc(OCC(C)C)cc1 | -0.2 | -2.9 | 3.8 | -1.2 | -1.9 | 1.0 | -0.8 | -0.8 | -1.8 | 0.3 | -4.9
CC1(C(=O)NCc2cccc(Cl)c2)Cc2c(-c3cccc(C(N)=O)c3)ccnc2O1 (stereo not given) | -1.5 | 2.2 | -28.4 | -0.9 | 1.8 | -1.1 | -3.0 | . | 0.3 | -0.5 | -1.7
COc1ccc(-n2nnnc2SCC(=O)N2CCOCC2)cc1 | 0.1 | -1.6 | 0.7 | -2.0 | -1.6 | 0.0 | 0.4 | 0.7 | -0.8 | 0.5 | 1.3
Fc1ccc(OCCOCCOc2cccc3[nH]ccc23)cc1 | 0.7 | -1.2 | 2.1 | -1.6 | 9.6 | 0.4 | -0.3 | 1.8 | -1.7 | -0.2 | 0.9
CSc1ccc2c(c1)C(N1CCN(C)CC1)Cc1ccc(F)cc1S2 (stereo not given) | -0.4 | -0.1 | -3.9 | -1.4 | -3.5 | 0.3 | -2.9 | . | -1.3 | -2.9 | -3.2
C1COCCNCCOCCOCCN1 | -1.9 | 1.5 | 3.7 | -0.3 | -3.4 | 0.1 | -0.2 | -0.8 | 1.0 | 0.6 | -4.7
CCc1cc(C(=O)N2CCCC(C(=O)c3cccc4ccccc34)C2)n(C)n1 (stereo not given) | -1.8 | -4.8 | 0.2 | -2.0 | 1.6 | -2.1 | -0.8 | -2.6 | -2.2 | 1.7 | -4.9
COc1ccccc1N(CC(=O)NC1CCCCC1)S(=O)(=O)c1ccccc1 | 2.1 | -1.8 | -4.2 | -1.3 | -2.5 | -0.2 | 3.0 | -0.3 | -2.3 | -2.0 | -3.2
Cc1ccc2c(c1)C1CN(C)CCC1N2C(=O)COc1ccc(N(C)S(=O)(=O)c2cccs2)cc1 (stereo not given) | 1.9 | 2.2 | -0.9 | -0.4 | 0.0 | 0.6 | -1.7 | -2.7 | -1.3 | 2.6 | -4.3
CCOc1ccc(N(CC(=O)NC2CCCCC2)C(=O)CCC(=O)Nc2nccs2)cc1 | 2.3 | -1.6 | 1.6 | -0.8 | -11.9 | -0.2 | 2.5 | 1.1 | -0.2 | 1.0 | -3.9
Cc1ccc(CSc2nnc(-c3ccco3)o2)cc1 | 7.1 | 1.1 | -1.9 | -0.1 | 2.7 | 1.6 | 0.5 | 1.9 | 1.9 | -3.7 | -0.4
Cc1cc(C(=O)Nc2ccc(N3CCCCC3)cc2)no1 | 11.4* | 0.9 | 0.9 | 0.4 | -0.9 | 3.0 | 0.7 | 1.0 | 4.9 | -2.2 | -1.8
CCOC(=O)N1CCN(C(=O)Nc2sc3nc4n(c(=O)c3c2C)CCC(C)CC4)CC1 (stereo not given) | -1.3 | -2.9 | 4.3 | -1.6 | -0.5 | 0.6 | 1.1 | -0.7 | -3.1 | -2.6 | -4.2
O=C(CSc1nnnn1-c1ccc(Cl)cc1)NC(=O)Nc1ccc2c(c1)OCCO2 | 5.4 | 1.8 | -2.1 | 0.1 | 5.6 | 0.9 | 1.9 | 0.9 | 3.9 | -0.4 | 0.8
COc1ccc(N2CCN(Cc3nc4c(c(=O)n(C)c(=O)n4C)n3CC(C)=O)CC2)cc1 | -1.7 | -3.0 | 1.6 | -2.2 | -10.5 | -1.6 | -2.6 | -2.4 | -2.0 | -0.3 | -2.6
COC(=O)C1C/C(=N/NS(=O)(=O)c2ccc(C)cc2)CS1 (stereo not given) | 2.1 | 0.1 | 3.0 | -0.4 | 1.9 | -0.3 | 0.5 | 1.1 | -0.1 | -0.6 | 4.1
O=C(CSc1nnc(CN2CCOCC2)n1-c1ccccc1)N1CCc2ccccc21 | -2.6 | -0.4 | -1.0 | -1.1 | 2.8 | -0.2 | -3.2 | 0.7 | -0.1 | 1.7 | 0.8
O=C(/C=C/c1ccc(NC(=O)c2ccccc2-c2ccccc2C(=O)O)cc1)c1ccccc1 | -1.3 | 1.6 | -2.8 | -1.3 | -98.1 | -0.8 | 1.4 | 0.7 | -1.7 | 0.2 | -39.3
Cc1ccc(S(=O)(=O)CCC(=O)Nc2ccc3nc(C)sc3c2)cc1 | 0.9 | 1.3 | 2.5 | -1.6 | 6.3 | -0.4 | 1.1 | 1.2 | -0.9 | -1.2 | 0.9
Cc1ccc(NS(=O)(=O)c2ccc(NC(=O)c3ccc(-c4ccccc4)cc3)cc2)c(C)c1 | -1.3 | -0.1 | -5.9 | -1.4 | 1.7 | -0.7 | -0.3 | -1.0 | -2.0 | 1.5 | -1.5
CN(C)S(=O)(=O)c1ccc(C(=O)Nc2nc(-c3cc4ccccc4o3)cs2)cc1 | -3.9 | -6.0 | 2.9 | -1.9 | -33.1 | -1.7 | -0.2 | -2.1 | -2.2 | 0.2 | -4.0
COCc1c(C#N)c(NCc2cc(OC)c(OC)c(OC)c2)nc(C)c1[N+](=O)[O-] | -5.8 | -6.9 | 10.3 | -2.8 | 2.8 | -0.9 | -0.8 | -6.3 | -4.8 | 1.1 | -1.6
O=C(CCS(=O)(=O)c1ccccc1)OCc1ccc([N+](=O)[O-])cc1 | 2.9 | 0.7 | 0.7 | -1.1 | 2.7 | 1.2 | 1.2 | -0.1 | -1.7 | -3.2 | -2.7
Cc1cc(C)n(-c2ccc(C(=O)N3CCN(S(=O)(=O)c4cccc(Br)c4)CC3)cc2)n1 | -5.8 | -5.6 | -17.9 | -1.9 | 0.7 | -4.5 | -0.4 | -2.5 | -1.4 | 1.1 | -1.2
CCOC(=O)CSc1[nH]c(=O)cc(C)c1C#N | 1.4 | 1.6 | 0.5 | -0.8 | -1.4 | 0.0 | -0.3 | -1.3 | -1.0 | -1.9 | -6.0
CCn1c(N2CCN(S(=O)(=O)CC)CC2)nc2ccccc21 | -1.2 | 0.6 | 0.2 | -0.8 | -1.5 | -1.1 | 1.4 | 0.0 | 0.3 | 1.3 | -3.3
CC(=O)Oc1ccc2c(c1)CCC1C2CCC2(C)C(OC(C)=O)CCC12 (stereo not given) | -1.7 | 0.8 | -0.5 | -1.6 | -4.9 | -1.4 | 2.4 | 1.7 | -0.1 | -1.1 | 2.4
CCCCN1C(=O)C(CC(=O)NCCc2ccccn2)CC(C(=O)N(CC)CC)=C1C (stereo not given) | 4.1 | -2.5 | -0.6 | -1.3 | -11.9 | 0.2 | 1.7 | 0.6 | -0.7 | -1.2 | -8.4
Cc1ccc(C(=O)N2CCc3ccccc3C2)cc1S(=O)(=O)N1CCOCC1 | -0.5 | 1.1 | 1.5 | -0.2 | -8.8 | -1.0 | 0.7 | -0.6 | -1.6 | 0.6 | -2.1
CCC(CO)n1cnnc1-c1ccncc1 (stereo not given) | 0.5 | -1.2 | -7.7 | -0.9 | -2.0 | 0.5 | 0.5 | -0.1 | -1.4 | 0.2 | -3.3
CC(C)Cn1c(N)c(C(=O)COC(=O)c2cccc(Cl)c2)c(=O)n(C)c1=O | -1.4 | -2.8 | 9.8 | -2.5 | -3.6 | -1.4 | -1.1 | -1.1 | -2.1 | -3.0 | -0.4
COc1ccc(/C=C2\SC(=S)N(CC3CCCO3)C2=O)cc1 (stereo not given) | 3.1 | 1.9 | 1.3 | -1.2 | 7.6 | 0.1 | 2.3 | 1.0 | -0.5 | -1.8 | 1.5
COc1ccccc1-c1nnc(C2CCN(S(=O)(=O)c3ccc([N+](=O)[O-])cc3)CC2)o1 | -3.0 | 0.9 | -2.3 | -2.1 | 7.7 | -4.0 | 0.5 | -0.2 | -3.2 | -0.4 | -0.5
CCOC(=O)c1c(C)[nH]c(C(=O)OCCOc2ccccc2C)c1C | 10.9* | 3.0 | -0.3 | -0.2 | 11.9 | 3.2 | 9.5* | 3.0 | 3.7 | -1.1 | -2.3
CC1=C(C#N)c2nc(N)c(C#N)c(C)c2/C1=C\c1ccc(OCC(=O)O)c(Cl)c1 | 1.7 | 0.8 | 1.9 | -1.6 | -66.4 | 0.9 | 1.8 | -1.6 | -0.8 | -4.3 | -25.8
COc1cc(-c2cc[n+](C)cc2)ccc1O | 0.1 | 1.6 | 0.2 | -0.9 | -1.9 | -0.5 | -0.1 | 0.8 | -0.3 | -1.8 | 2.4
Cc1cccc(NS(=O)(=O)c2c(C)[nH]c(C)c2C(=O)N2CCCC2)c1 | -0.7 | -1.0 | 8.5 | -0.8 | 1.0 | -0.3 | 1.9 | 0.3 | -1.1 | -0.5 | -0.9
COc1ccc(OCC(O)CN2CCOCC2)cc1 (stereo not given) | -2.5 | -1.6 | -2.5 | -0.5 | 8.4 | -0.6 | 0.6 | 2.3 | 0.5 | 0.5 | 2.1

High-throughput results (PubChem BioAssay)
